Salmonella PhoP GFP: inhibitors of PhoP regulon expression, primary screen, Salmonella Typhimurium, GFP reporter (AID 1863); S. Typhimurium PhoP-regulated promoter GFP reporter, 4 h; higher % means a stronger effect; inhibition, % at 50 µM; hits with a dose series show IC50 in µM; actives 0.16% (n = 300,000);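 active means inhibition over 29.93%, a cutoff 3 SD above the screen mean, later confirmed by dose response; inconclusive means inhibition over 29.93% but no dose response follow-up; inactive means inhibition at most 29.93% or unconfirmed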;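 further: 0% = low Mg2+ inducing control and 100% = high Mg2+ repressing control; strong numbers were not always called active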
NS5 inhibitors: Dengue-2 NS5 methyltransferase inhibitors, primary screen, biochemical, confirmation dose response (AID 588689); actives 0.3% (n = 340,000); inhibition, % at 25 µM, or IC50 in µM where a hit was titrated; Dengue-2 NS5 methyltransferase capping enzyme assay, biochemical; higher % means a stronger effect; in the data active means a potency from the dose series; inconclusive means inhibition above about 29% without an active follow-up result
Rac1 GTP hydrolysis: MgcRacGAP GTPase-activating activity inhibitors, confirmation, biochemical, ADP Hunter fluorescence; MgcRacGAP-stimulated Rac1 GTP hydrolysis, ADP Hunter fluorescence; higher % means a stronger effect; GST-tagged Rac1 F28L mutant substrate; inhibition, % at 30 µM, or IC50 in µM where a hit was titrated; actives 0.6% (n = 340,000); AID 624330;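 active means first-screen hits whose inhibition reached a set limit at any dose in the follow-up dose series; inconclusive means inhibition above the set first-screen limit but never retested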;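 further: fluorescence reports GDP produced by GAP-driven GTP hydrolysis; strong numbers were not always called active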
NTR1 agonist: NTR1-driven beta-arrestin-GFP spot formation – imaging, U2OS cells, high content, primary screen (AID 493036) | agonist mode | actives 0.17% (n = 330,000) | activation, % at 20 µM;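 active means activation at or above 40% of the spot to cytoplasm intensity ratio, with at least 20 cells analyzed; inconclusive means wells under 20 cells, flagged as cytotoxic or low count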;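 further: 0% = DMSO without peptide and 100% = 100 nM NTR1 peptide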
Target sequence (P30989 whole entry, looked up): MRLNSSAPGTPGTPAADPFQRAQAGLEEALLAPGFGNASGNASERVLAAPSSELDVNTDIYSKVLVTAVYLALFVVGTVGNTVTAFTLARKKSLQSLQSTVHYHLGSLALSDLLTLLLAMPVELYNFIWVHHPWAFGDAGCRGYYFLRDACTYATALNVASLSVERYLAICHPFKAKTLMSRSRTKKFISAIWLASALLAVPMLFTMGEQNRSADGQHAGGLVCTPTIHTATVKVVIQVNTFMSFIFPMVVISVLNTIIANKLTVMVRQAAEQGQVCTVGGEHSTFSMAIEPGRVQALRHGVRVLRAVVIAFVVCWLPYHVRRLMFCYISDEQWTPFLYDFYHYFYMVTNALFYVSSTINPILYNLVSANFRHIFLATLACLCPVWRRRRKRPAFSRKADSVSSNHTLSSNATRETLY
T cell HTS: T cell immune modulation candidate | 2C CD8+ T cell-vesicle binding, flow cytometry; stronger effect = lower value | calls only at 7 µM | actives 0.068% (n = 330,000);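 active means response, share of CD8 T cells binding vesicles, and their 90th percentile fluorescence all below set limits, cut at about 80% in these data, passing the limit was not always enough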
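Assay system: 2C TCR transgenic mouse naive CD8+ T cells, MACS-purified | Read-out: CD8+ gate FL2 mean fluorescence as % of same-row positive control | Signal: High-throughput flow cytometry with anti-B7-1 and anti-CD8 staining | Timing: Binding step 1.5 h, 37 °C, antibody labelling 20 min, ice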
UTI89 phage lysis: inhibition of K1F phage lysis, E. coli UTI89, bacterial capsule biogenesis inhibitors, alamar blue (AID 488966) | E. coli UTI89 K1F phage lysis, alamar blue, 2 h; higher % means a stronger effect | inhibition, % at 100 µM; hits with a dose series show IC50 in µM | actives 0.02% (n = 340,000);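 active means phage lysis inhibition, versus mean bacterial control, above a set limit; inconclusive means no clear call, values can overlap the other calls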;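 further: capsule biogenesis inhibitors block K1F phage lysis so surviving cells raise fluorescence; higher fluorescence means more inhibition of phage lysis; actives were called in the ten point dose series up to 300 µM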
Large T inhibition: SV40 large T antigen inhibitors, biochemical (AID 1903). SV40 large T antigen ATPase/helicase inhibition assay; higher % means a stronger effect. inhibition, % at 20 µM, or IC50 in µM where a hit was titrated. actives 0.39% (n = 310,000); in the data active means a potency from the dose series; inconclusive means inhibition mostly from about 32% at the one dose, without a potency; inactive means the rest, 99 in 100 with inhibition below about 32%; further: strong numbers were not always called active
RSV CPE inhibition: inhibition of RSV-induced cytopathic effect – HEp-2 cells, primary 10 µM value included (AID 2391); actives 0.13% (n = 310,000); CPE inhibition, % at 10 µM, or IC50 in µM where a hit was titrated; HEp-2 cells, RSV-induced CPE inhibition; higher % means a stronger effect; in the data active means a potency from the dose series; inconclusive means CPE inhibition mostly from about 23% at the one dose, without a potency; inactive means the rest, 99 in 100 with CPE inhibition below about 21%; further: strong numbers were not always called active
West Nile virus CPE: West Nile virus antiviral activity, cell-based, CPE readout (AID 1621); West Nile virus-infected cells, CPE inhibition; higher % means a stronger effect; CPE inhibition, % at 10 µM; hits with a dose series show IC50 in µM; actives 0.02% (n = 290,000); in the data active means a potency from the dose series; inconclusive means CPE inhibition mostly from about 3.7% at the one dose, without a potency; inactive means the rest, 99 in 100 with CPE inhibition below about 2.2%; further: strong numbers were not always called active
T cell HTS vesicle-bound %: recorded beside T cell HTS, whose call it bears; double positive events, %; measured here: CD8+ vesicle-bound cell fraction;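 binding gate set so that unloaded-vesicle control wells show 10% double positive cells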
NTR1 agonist cell count 20 µM: second read-out of NTR1 agonist, no call of its own (marks repeat the call); cell count; measured here: cell count, cytotoxicity flag
An asterisk follows results filed as active; i = inactive; ? = inconclusive; / = not tested or not shown; [ ] = another dose, or the depositor's remark.

SMILES	Salmonella PhoP GFP	NS5 inhibitors	Rac1 GTP hydrolysis	NTR1 agonist	NTR1 agonist cell count 20 µM	T cell HTS	T cell HTS vesicle-bound %	UTI89 phage lysis	Large T inhibition	RSV CPE inhibition	West Nile virus CPE
Cc1cc(Br)ccc1OCC(=O)NNC(=O)c1cnccn1	-1%	-11%	4%	-0.4	91	i	52	-0.1%	-3%	5.8%	0.8%
COc1cc(/C=N/Nc2cc(C)nc(N)n2)ccc1O	4%	-2%	/	-0.9	95	i	30	-0.9%[50 µM]	?	2.7%	-0.2%
O=C(O)c1ccc(COc2ccc([N+](=O)[O-])cc2)o1	-4%	3%	6%	1.6	68	/	/	0.3%	11%	2.2%	-0.2%
CC(Sc1nnc(CNC(=O)c2ccccc2F)n1C)C(=O)Nc1nccs1 (stereo not given)	-5%	-4%	6%	-0.6	55	i	42	0.5%	11%	0.5%	-0.4%
COc1cccc(NC(=O)CCCNC(=O)Cn2cnc3sc(C)c(C)c3c2=O)c1	-4%	-1%	-4%	-0.4	44	i	42	-0.1%	3%	2.1%	-0.3%
CCCCCC(=O)Nc1ccc(S(=O)(=O)Nc2nccnc2OC)cc1	7%	-1%	7%	0.1	78	i	30	-0.4%	9%	0.1%	0.1%
CN1CCC(=NNC(=O)C(=O)Nc2cccc(Br)c2)CC1	-10%	-4%	5%	1.1	45	i	41	-3.1%	-2%	0.2%	0.3%
COc1ccc(OC)c(NC(=O)C(CCSC)NS(=O)(=O)c2cccs2)c1 (stereo not given)	-3%	1%	3%	-2.1	43	i	27	-0.2%	10%	0.5%	-0.8%
CN(C)Cc1c(C(=O)Nc2ccccc2)[nH]c2ccccc12	9%	-7%	6%	2.7	63	i	27	-1.2%	16%	2.5%	/
COc1ccc(NC(=O)CSc2nnc(C3CC3)n2C)cc1S(=O)(=O)N1CCCCC1	/	-4%	12%	0.0	55	i	28	1.4%[50 µM]	/	3.3%	/
O=c1cc(CO)oc(CN2CCCC2)c1O	1%	0%	12%	-0.4	63	i	19	-0.1%	-3%	-0.6%	0.6%
CCN1CCn2c3c(c4cc(C)ccc42)CCCC31 (stereo not given)	16%	-3%	2%	1.1	60	i	60	1.8%	8%	0.2%	-0.4%
CN(c1ccccc1C(=O)NCc1ccco1)S(C)(=O)=O	-16%	-5%	10%	-1.1	79	i	24	6.1%	11%	1.9%	-0.3%
CCCCNC(=O)N1CCCC(C(=O)c2cc(C)c(OC)c(C)c2)C1 (stereo not given)	16%	4%	11%	0.4	56	i	39	0.0%	3%	1.9%	-1.6%
CCOCCCNC(=O)c1ccc2c(c1)N(CC)C(=O)c1ccccc1S2=O (stereo not given)	3%	-6%	3%	-1.4	70	i	34	0.1%	5%	1.1%	-0.8%
COc1ccc(CNC(=O)C(C)N(Cc2ccccc2OC)C(=O)c2snc(C(N)=O)c2N)cc1 (stereo not given)	-1%	-8%	2%	0.7	49	i	26	-0.2%	12%	2.4%	0.1%
c1csc(-c2nn3c(Cn4nnc5ccccc54)nnc3s2)c1	10%	-2%	13%	-1.9	52	i	25	-0.2%	6%	27%	-0.2%
Cc1ccc2nc(-c3ccccc3)cc(C(=O)N(C)CC(=O)Nc3ccccc3Br)c2c1	-9%	-11%	6%	4.0	52	i	26	0.6%[50 µM]	6%	1.7%	/
Cc1ccc(S(=O)(=O)N2C(=O)C(c3ccccc3)SC2=Nc2ccccc2)cc1 (stereo not given)	-4%	1%	7%	-0.8	39	i	38	0.2%	4%	1.1%	0.1%
Cc1cc(NC(=O)c2cccc(S(=O)(=O)N3CCCCC3)c2)no1	-5%	1%	5%	2.0	74	i	18	-0.4%[50 µM]	15%	3.1%	-0.7%
CCN(/C=N/S(=O)(=O)c1ccc(Cl)cc1)CC	3%	-5%	-1%	0.2	53	i	49	0.1%	7%	-0.1%	-0.4%
COc1ccc2oc(C(=O)OCC(=O)N3CCC(C)CC3)c(C)c2c1	-4%	0%	12%	-0.4	53	i	16	3.0%[50 µM]	14%	2.2%	-0.9%
N/C(Cn1cncn1)=N\NC(=O)C(=O)Nc1cccc(C(F)(F)F)c1	5%	-4%	4%	0.7	41	i	29	0.7%	21%	14%	-0.1%
COc1ccc(-c2noc(CN(C)C(=O)c3ccc4c(c3)OCO4)n2)cc1OC	-3%	-8%	6%	-1.5	55	i	25	0.1%	-1%	1.3%	-0.5%
CC(=O)Nc1cccc(NC(=O)CSc2nn3c(=O)c(C)nnc3s2)c1	-5%	-1%	5%	-1.1	36	i	42	0.2%	/	0.6%	0.1%
O=C(NCc1ccccn1)c1cc(-c2ccc(Br)cc2)nc2ccccc12	5%	-6%	3%	6.9	37	i	48	7.0%	19%	2.6%	-1.1%
O=C(C[C@@H]1C/C=C\CC[C@@H](Cc2ccc(F)cc2)C(=O)OC[C@@H]2CCCN2C1=O)NCCO	/	-6%	12%	-0.8	48	i	9	0.1%	/	/	/
CCNC(=S)N1CCCC(c2nc3ccc(C)cc3[nH]2)C1 (stereo not given)	-1%	-2%	5%	1.9	53	i	24	0.8%	22%	13%	-0.4%
CN(C(=O)CC1C(=O)NCCN1Cc1ccc(F)c(F)c1)C1CCOCC1 (stereo not given)	-9%	/	5%	-0.2	43	i	49	0.0%	1%	0.1%	1.0%
O=C1CC(c2ccccc2F)c2cc3c(cc2N1)CCC3 (stereo not given)	0%	-8%	-2%	9.4	36	i	36	0.1%	9%	0.4%	/
CCN1C(=O)C(CC(=O)Nc2ccc(OC)cc2)N(CCc2ccccc2F)C1=S (stereo not given)	-7%	1%	12%	2.1	58	i	24	-0.8%	7%	20%	-1.2%
CCN(CC)c1ccc(NC(=O)CC2Oc3ccccc3NC2=O)c(C)c1 (stereo not given)	-7%	-1%	-1%	3.0	60	i	58	-4.7%	33%	-1.4%	-0.3%
COCC(=O)Nc1ccc2c(c1)OCC(=O)N2Cc1ccc(C)cc1	-3%	-11%	11%	0.1	70	i	7	0.8%	4%	1.3%	-0.5%
Nc1c(-c2ccc3c(c2)OCCO3)oc2ccccc2c1=O	0%	-2%	3%	0.1	41	i	34	0.4%	9%	7.3%	-0.3%
Cc1c(OC(C)C(=O)NCC(O)c2ccccc2)ccc2c3c(c(=O)oc12)CCCC3 (stereo not given)	4%	3%	-6%	3.1	54	i	8	-0.4%	1%	4.0%	-0.6%
COc1cc(/C=C(/C#N)c2nc3ccccc3[nH]2)ccc1OC(=O)c1ccco1	-1%	-12%	10%	3.9	52	i	9	6.6%	6%	-0.4%	1.4%
O=C(CCCn1cncn1)N1CCCC(N2CCN(c3ccc(F)cc3)CC2)C1 (stereo not given)	-4%	-4%	10%	-1.0	57	i	8	0.2%	9%	3.1%	0.0%
O=C1C(=Cc2cccn2-c2ccc(O)cc2)C(=O)c2ccccc21	-9%	10µM*	-2%	3.2	43	i	58	-0.8%	4%	-0.3%	/
O=C(COC(=O)c1cccnc1)Nc1ccc(F)cc1	9%	-3%	10%	-1.0	82	i	8	0.1%	3%	1.4%	0.6%
O=C(NC1CCCCC1)C(c1ccc(F)cc1)N(CCc1ccccc1)C(=O)CN1C(=O)c2ccccc2S1(=O)=O (stereo not given)	25%	0%	4%	/	/	i	40	1.6%	-12%	13%	0.3%

2 entries from above, set out differently:
Structure | Salmonella PhoP GFP | NS5 inhibitors | Rac1 GTP hydrolysis | NTR1 agonist | NTR1 agonist cell count 20 µM | T cell HTS | T cell HTS vesicle-bound % | UTI89 phage lysis | Large T inhibition | RSV CPE inhibition | West Nile virus CPE
O=c1cc(CO)oc(CN2CCCC2)c1O | 1% | 0% | 12% | -0.4 | 63 | i | 19 | -0.1% | -3% | -0.6% | 0.6%
CCN1CCn2c3c(c4cc(C)ccc42)CCCC31 (stereo not given) | 16% | -3% | 2% | 1.1 | 60 | i | 60 | 1.8% | 8% | 0.2% | -0.4%

New compounds follow
SMILES	Salmonella PhoP GFP	NS5 inhibitors	Rac1 GTP hydrolysis	NTR1 agonist	NTR1 agonist cell count 20 µM	T cell HTS	T cell HTS vesicle-bound %	UTI89 phage lysis	Large T inhibition	RSV CPE inhibition	West Nile virus CPE
COC(=O)c1c(C)oc(C)c1S(=O)(=O)Nc1ccccc1	3%	-12%	-1%	-0.5	49	i	27	-1.1%	4%	2.0%	-0.4%
CN(C)c1ccc(C(=O)NC2(N3CCC3=O)CCCC2)cc1	-3%	0%	126µM*	1.6	52	i	18	1.5%	34%	1.1%	0.5%
C=CCc1cccc(C=Nc2cccn3cc(-c4ccccc4)nc23)c1O	-7%	1%	13%	3.1	85	i	15	-0.7%	6%	1.0%	0.1%
COc1ccc(N2CCC(CNC(=S)Nc3cccc(C)c3)C2)cc1 (stereo not given)	12%	-7%	39µM*	-0.4	36	i	21	9.1%	21%	17%	-0.8%
O=C(CSc1cn[nH]n1)Nc1ccccc1C(F)(F)F	-2%	-5%	12%	-1.1	36	i	30	0.2%	2%	0.5%	0.0%
CN=C1C=C/C(=N/N=c2\ccn(O)cc2C)C=C1C	4%	-5%	?	0.2	90	i	24	-0.3%	27%	6.8%	1.2%
COc1ccc2cc(C(=O)N3CCc4ccccc43)[nH]c2c1	16%	-1%	3%	6.8	93	i	26	0.0%	-6%	3.6%	-0.8%
CC1CCN(S(=O)(=O)c2ccc(NC(=O)C3CSC4(C)CCC(=O)N34)cc2)CC1 (stereo not given)	8%	0%	2%	1.3	75	i	43	0.9%[50 µM]	18%	1.5%	/
O=C(COC(=O)/C=C/c1ccc(F)cc1)Nc1ccc2[nH]c(=O)[nH]c2c1	-2%	-7%	1%	-0.8	50	i	31	-0.1%[50 µM]	5%	-1.2%	/
Cc1cc(C)n(CC(O)COc2ccccc2Br)n1 (stereo not given)	-4%	-3%	5%	0.5	65	i	45	0.9%	1%	3.1%	-0.3%
COc1cccc2cc(C(=O)OCc3ccccc3)c(=O)oc12	-4%	-1%	5%	1.5	56	i	34	-1.0%	6%	1.1%	-0.8%
c1ccc(-c2n[nH]nc2-c2ccccc2)cc1	-9%	-7%	7%	-0.4	64	i	37	4.0%	7%	-0.7%	2.2%
O=C(O)c1nn(CCSc2ccccc2F)c(=O)c2ccccc12	-14%	-2%	10%	7.7	52	i	62	1.1%	5%	3.3%	-0.4%
CC(C)(C)NCC(O)COc1cccc2c1CCC(=O)N2 (stereo not given)	2%	-1%	9%	-0.3	46	i	18	2.4%	2%	-3.0%	/
Cc1ccc(S(=O)(=O)N2[C@@H](c3ccc(Cl)cc3)C(C(=O)O)=C[C@H]2C(C)(C)C)cc1	/	5%	8%	3.9	70	i	19	0.2%	/	/	/

Screening data (PubChem BioAssay)
